High-throughput results as filed in PubChem.
FXN GAA850 act: FXN promoter activators, primary screen, cell-based, luciferase luminescence, HEK293 lucGAA850; actives 0.56% (n = 360,000); activation, % at 6 µM; HEK293 lucGAA850 FXN promoter luciferase reporter, 24 h; percent of 10 µM SAHA response;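 active = activation above the average of all compounds screened plus 3 SD, cutoff fixed separately per campaign, cut at about 7.5% in these data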;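 also: 0% = DMSO wells and 100% = 10 µM SAHA wells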
ADAM10 inh: human ADAM10 inhibitors, primary screen, biochemical, QFRET, HTS; recombinant ADAM10, EDANS/DABCYL FRET peptide cleavage, 3 h; inhibition, % at 7 µM; actives 0.62% (n = 370,000); AID 720582, 2013;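 active = inhibition above a per-campaign cutoff equal to the mean of compounds falling between control-based bounds plus 3 SD, cut at about 20% in these data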;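 also: 0% = DMSO wells while the 100% control is not disclosed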
NPR2 activator: human GC-B receptor activators, primary screen, HEK293 GC-B cells, cGMP TR-FRET, EC30 CNP; 0% at EC30 CNP, 100% saturating CNP; activation, % at 10 µM; actives 0.11% (n = 370,000);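 active = activation at 10 µM reaching about 35% in either raw or pattern-adjusted values, limit read from the data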
ARFGAP1 inh: inhibitors of rat ARFGAP1 GAP activity, primary screen, biochemical, fluorescence polarization, GDP tracer; ADP-ribosylation factor GTPase-activating protein 1 (Rattus norvegicus), Q62848; Arfgap1-stimulated ARF1 GTP hydrolysis, GDP FP detection; inhibition, % at 16.5 µM; actives 0.26% (n = 360,000); AID 651572, 2012;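 active = inhibition above a per-plate limit, mean inhibition of low control wells plus 3 SD, cut at about 25% in these data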;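 also: 0% = DMSO wells with enzyme and 100% = wells lacking Arfgap1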
Target sequence (Q62848 1-136 limits assumed): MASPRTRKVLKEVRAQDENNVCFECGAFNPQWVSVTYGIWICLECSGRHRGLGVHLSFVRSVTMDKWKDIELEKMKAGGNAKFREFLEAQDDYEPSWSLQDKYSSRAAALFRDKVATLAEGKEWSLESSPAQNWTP
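Assay system: purified rat His6-Arfgap1 residues 1-136 (GAP domain); Reagent: human Δ17 ARF1 bound to GTP; Dosing: 16.5 µM single point, 1.26% DMSO; Times: GTP hydrolysis reaction 2 h at 25 °C; Signal: FP, GDP Alexa 633 tracer displaced from anti-GDP antibody, 620/688 nm; Measure: % inhibition from polarization.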
ASAP1 GAP inh: inhibitors of human ASAP1 ArfGAP activity, primary screen, biochemical, fluorescence polarization; Arf-GAP with SH3 domain, ANK repeat and PH domain-containing protein 1 (Homo sapiens), …; ASAP1-stimulated ARF1 GTP hydrolysis, GDP FP detection; inhibition, % at 16.5 µM; actives 0.19% (n = 360,000); in the data active = inhibition above about 25%;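 also: 0% = vehicle with enzyme and substrate and 100% = no enzyme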
sPLA2-III inh: human group III sPLA2 inhibitors, primary screen, biochemical, QFRET, BODIPY PC-A2 liposome substrate. actives 0.56% (n = 370,000). inhibition, % at 12.2 µM. Group 3 secretory phospholipase A2 (Homo sapiens), Q9NZ20. QFRET BODIPY PC-A2 liposome hydrolysis, fluorescence. AID 743126, 2013;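 active = inhibition above mean plus 3 SD of compounds lying within the high and low control bounds, cut at about 19% in these data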;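 also: 0% = median of test compound wells and 100% = no enzyme DMSO wells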
Target sequence (Q9NZ20 whole entry, looked up): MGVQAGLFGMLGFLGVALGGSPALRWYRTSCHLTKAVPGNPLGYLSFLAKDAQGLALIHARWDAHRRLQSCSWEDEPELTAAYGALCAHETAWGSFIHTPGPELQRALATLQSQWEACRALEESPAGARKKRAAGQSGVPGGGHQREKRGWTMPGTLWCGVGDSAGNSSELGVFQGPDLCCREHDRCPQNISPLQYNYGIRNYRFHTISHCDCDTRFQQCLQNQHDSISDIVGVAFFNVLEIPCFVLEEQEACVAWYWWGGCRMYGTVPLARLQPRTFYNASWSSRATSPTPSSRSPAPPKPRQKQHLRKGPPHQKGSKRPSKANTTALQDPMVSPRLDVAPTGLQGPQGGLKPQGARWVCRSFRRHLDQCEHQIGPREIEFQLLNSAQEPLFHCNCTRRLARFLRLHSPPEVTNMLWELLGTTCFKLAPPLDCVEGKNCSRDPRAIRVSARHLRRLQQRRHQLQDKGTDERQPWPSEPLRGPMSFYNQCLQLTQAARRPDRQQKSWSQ
NPR1 activator: GC-A stimulated cGMP production enhancers – HEK293 GC-A cells, cGMP TR-FRET, EC30 ANP, primary screen; 0% at EC30 ANP, 100% saturating ANP; activation, % at 10 µM; actives 0.14% (n = 370,000); in the data active = activation above about 40%
rCAG binder: binders of r(CAG) RNA repeats, primary screen, biochemical, fluorescence; inhibition, % at 3 µM; r(CAG) RNA repeat, TO-PRO-1 dye displacement fluorescence; actives 1.3% (n = 370,000); AID 651821, 2012;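 active = inhibition above the plate cutoff, the mean of all test compounds on that plate plus 3 SD, cut at about 35% in these data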;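 also: 0% = DMSO alone and 100% = 100 µM mitoxantrone as full dye displacement; higher means more dye released from RNA so lower well fluorescence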
DDE Tn6 FP inh: inhibitors of Tn6 peptide binding to fibrin DD(E), primary screen, biochemical, fluorescence polarization, human fibrin, Tn6 probe; Fibrinogen beta chain (Homo sapiens), P02675; Fibrin DD(E) TRITC-Tn6 fluorescence polarization displacement; inhibition, % at 8.3 µM; actives 0.21% (n = 370,000); AID 720509, 2013;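 active = inhibition above a per-campaign cutoff: mean of compounds within control limits plus 3 SD, cut at about 15% in these data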;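 also: 0% = median of all compound wells on the plate and 100% = blocking peptide control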
proKLK7 act: proKLK7 zymogen activators, primary screen, biochemical, fluorescence intensity; AID 652039, 2013; actives 0.9% (n = 370,000); activation, % at 7 µM; purified proKLK7, EDANS-DABCYL substrate fluorescence; 100% is mature enzyme control, 0% vehicle; Kallikrein-7 (Homo sapiens), P49862;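 active = activation above the mean of all tested compounds plus 3 SD, computed per campaign excluding outliers beyond control limits, cut at about 13% in these data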
Target sequence (P49862 whole entry, looked up): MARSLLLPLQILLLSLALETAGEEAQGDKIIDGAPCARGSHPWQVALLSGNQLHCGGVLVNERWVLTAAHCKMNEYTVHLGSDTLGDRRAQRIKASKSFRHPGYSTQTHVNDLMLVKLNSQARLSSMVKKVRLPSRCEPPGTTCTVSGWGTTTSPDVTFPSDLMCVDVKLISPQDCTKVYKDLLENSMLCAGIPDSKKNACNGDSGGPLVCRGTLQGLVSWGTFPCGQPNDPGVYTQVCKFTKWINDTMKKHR
* hit, by the source's call; i = inactive; · = no result given.

A first look, 5 compounds:
SMILES	FXN GAA850 act	ADAM10 inh	NPR2 activator	ARFGAP1 inh	ASAP1 GAP inh	sPLA2-III inh	NPR1 activator	rCAG binder	DDE Tn6 FP inh	proKLK7 act
CNC(=O)Cc1csc2ccc(Cl)cc12	-1.2	-3	-4	-4	-9	-1	-1	1	4	-0.8
CCN(CC)CC(=O)NCC1(c2ccccc2)CCCC1	2.6	-8	-4	3	3	6	-2	-6	-4	-0.4
CCC(C)NC(=O)c1ccc2c(SCC(=O)O)c3c(nc2c1)CCCC3 (stereo not drawn)	0.3	-9	1	-6	7	-4	-4	-1	1	0.4
Cc1cc(C)nc(NC2=NCC(=O)N2c2cc(Cl)cc(Cl)c2)n1	0.8	6	-16	-12	-3	10	-20	2	-6	0.5
CCOc1ccccc1NC(=O)N1CCCC(c2nc3c(nnn3Cc3ccc(C)cc3)c(=O)[nH]2)C1 (stereo not drawn)	-0.8	-1	11	-7	-4	7	2	4	-2	0.6

All compounds of this part, repeating the preview:
SMILES	FXN GAA850 act	ADAM10 inh	NPR2 activator	ARFGAP1 inh	ASAP1 GAP inh	sPLA2-III inh	NPR1 activator	rCAG binder	DDE Tn6 FP inh	proKLK7 act
CNC(=O)Cc1csc2ccc(Cl)cc12	-1.2	-3	-4	-4	-9	-1	-1	1	4	-0.8
CCN(CC)CC(=O)NCC1(c2ccccc2)CCCC1	2.6	-8	-4	3	3	6	-2	-6	-4	-0.4
CCC(C)NC(=O)c1ccc2c(SCC(=O)O)c3c(nc2c1)CCCC3 (stereo not drawn)	0.3	-9	1	-6	7	-4	-4	-1	1	0.4
Cc1cc(C)nc(NC2=NCC(=O)N2c2cc(Cl)cc(Cl)c2)n1	0.8	6	-16	-12	-3	10	-20	2	-6	0.5
CCOc1ccccc1NC(=O)N1CCCC(c2nc3c(nnn3Cc3ccc(C)cc3)c(=O)[nH]2)C1 (stereo not drawn)	-0.8	-1	11	-7	-4	7	2	4	-2	0.6
Oc1ccc(-c2cn3c(n2)SCC3)cc1O	-1.1	2	-2	-12	2	-8	-8	6	-1	0.2
Cc1ccc(C(=O)Nc2cnc3ccccc3c2)cc1	-9.4	5	-3	10	6	3	-8	-1	-6	0.4
Cc1c(Cl)cccc1NC(=S)NC(=O)c1ccccc1	4.3	3	2	16	-3	6	-3	2	-1	-0.2
CN=C1N(C)C[C@@H]2[C@@H]3C(=O)N(C)C(=O)[C@@H]3[C@](C)(C(=O)OC)N12	-1.2	-6	-4	1	-4	8	3	1	-1	0.1
COc1cccc(/C=C2\SC(=S)N(NC(=O)c3ccncc3)C2=O)c1	1.4	-3	8	19	2	6	-2	16	-8	-0.3
COc1ccccc1C(=O)Nc1ccc(Oc2nnc(-c3ccc(C)cc3)c3ccccc23)cc1	-0.2	-1	8	-1	-1	-4	0	1	-9	-0.1
Cc1cc(N2CCCC2)ccc1/C=C1/C(=O)N(C)C(=S)N1C	0.1	-2	3	-4	0	4	0	0	-1	0.6
c1cncc(CNc2ncnc3sccc23)c1	-1.0	-12	1	14	7	10	-2	2	-6	-0.7
C=C(C)CN(CC)C(=O)c1ccc(OC2CCN(S(=O)(=O)N(C)C)CC2)cc1	1.7	-1	1	9	6	-5	-3	-12	3	0.5
O=C1Nc2ccccc2CN2C(=O)c3cc(Cl)ccc3NC(=O)C12 (stereo not drawn)	·	-14	1	5	10	6	-1	1	-2	0.1
COc1ccc(NC(=O)NCCCN2CCCC2=O)cc1	3.6	-12	0	4	-1	3	1	1	-12	0.0
CC(C)(C)/C(O)=C/c1nc2ccccc2[nH]c1=O	1.7	-50	3	1	8	0	2	-1	-2	3.5
CCN(C(=O)C1CCN(c2ncccn2)CC1)c1ccccc1	·	-27	8	·	·	1	2	-1	4	0.9
O=C(NCCCN1CCN(c2ccc(F)cc2)CC1)Nc1ccccc1	·	-4	0	·	·	-1	2	4	-3	-0.2
CCN(CC)CCOc1ccccc1OC	0.1	-3	4	-11	-3	1	4	1	5	-0.5
CC12CN3CCN(CC(C3)/C1=N/NC(=O)Nc1ccccc1)C2	3.3	-4	0	-12	7	-4	9	-2	6	-0.6
Cn1cc(CC(=O)N2CCN(c3ccccc3F)CC2)c2ccccc21	1.9	-15	-6	9	4	-37	17	5	3	1.1
CCOc1ccc(CNC(=O)Cn2c(=O)c3cccn3c3ccccc32)cc1	3.0	7	11	-6	19	8	15	4	-1	-0.3
CCCCn1c(-c2ccco2)n[nH]c1=S	2.4	-5	0	1	-9	19	-1	0	0	-0.7
CCN(CC)C(=O)c1cc2c(=O)n3cccc(C)c3nc2s1	2.4	i	1	8	2	19	7	0	2	20*

4 entries picked at random from the list so far, as already listed:
SMILES	FXN GAA850 act	ADAM10 inh	NPR2 activator	ARFGAP1 inh	ASAP1 GAP inh	sPLA2-III inh	NPR1 activator	rCAG binder	DDE Tn6 FP inh	proKLK7 act
Cn1cc(CC(=O)N2CCN(c3ccccc3F)CC2)c2ccccc21	1.9	-15	-6	9	4	-37	17	5	3	1.1
Oc1ccc(-c2cn3c(n2)SCC3)cc1O	-1.1	2	-2	-12	2	-8	-8	6	-1	0.2
CCOc1ccccc1NC(=O)N1CCCC(c2nc3c(nnn3Cc3ccc(C)cc3)c(=O)[nH]2)C1 (stereo not drawn)	-0.8	-1	11	-7	-4	7	2	4	-2	0.6
CC12CN3CCN(CC(C3)/C1=N/NC(=O)Nc1ccccc1)C2	3.3	-4	0	-12	7	-4	9	-2	6	-0.6

The list goes on.
SMILES	FXN GAA850 act	ADAM10 inh	NPR2 activator	ARFGAP1 inh	ASAP1 GAP inh	sPLA2-III inh	NPR1 activator	rCAG binder	DDE Tn6 FP inh	proKLK7 act
O=C(COC(=O)/C=C/c1ccc2c(c1)OCO2)NCc1ccccc1	-1.0	-116	2	2	-7	-6	-1	0	0	0.2
O=C(COC(=O)c1ccc(S(=O)(=O)N2CCCC2)cc1)Nc1cccc(Br)c1	0.7	-3	-1	0	6	8	-1	8	-5	0.4
CCOC1=CC(=O)N(Cc2ccccc2)C1	1.8	-2	2	-1	12	-1	-1	0	11	-0.1
CCOC1=C2CN(S(=O)(=O)c3ccc(C)cc3)[C@H](c3ccccc3)C[C@@H]2N(S(=O)(=O)c2ccc(Br)cc2)[C@H](c2ccccc2)C1	·	-7	-5	3	0	7	1	3	5	0.1
c1ccc(COc2nsnc2N2CCOCC2)cc1	1.8	-12	-3	1	2	10	-3	-1	-1	-0.5
CCNc1cccc2c1C(=O)N(C)C2=O	2.0	-3	-1	-10	-6	-13	1	-42	8	-0.5
COc1ccc(N2CCN(C(=O)CCC(=O)c3cc(C)sc3C)CC2)cc1	-0.8	-6	-10	1	8	0	-20	-7	-5	-0.4
COc1ccc(OC)c(CCNC(=O)CCCc2nnc3n(C)c(=O)c4sccc4n23)c1	1.2	-7	-1	-10	14	6	-1	-3	-1	0.0
O=S(=O)(c1ccccc1Cl)N1CCCC1c1nc(-c2ccc(Cl)cc2)no1 (stereo not drawn)	-0.1	10	0	1	8	-16	6	0	-6	-0.1
O=C(CSc1nc2nn(-c3ccccc3)c(=O)c-2c2n1CCCCC2)Nc1ccc(OC(F)F)cc1	0.7	8	-4	10	0	-8	-1	9	4	-0.3
CCCCNC(=O)c1sc2nc(C)cc(COC)c2c1-n1cccc1	1.5	4	2	2	-3	3	-7	0	-3	-0.2
COc1ccc(C(C)=O)cc1COC(=O)c1ccc2c(c1)OCCO2	1.0	-4	7	-3	28*	0	10	1	0	0.3
COc1ccc(CCNC(=O)Nc2nnc([C@H]3C[C@H](O)[C@@H](CO)O3)s2)cc1OC	-0.6	0	1	-10	-8	-2	-1	3	2	-0.5
COc1ccc(C)cc1S(=O)(=O)N1CCCC(C(=O)N2CCOCC2)C1 (stereo not drawn)	0.7	4	2	16	4	-3	1	-2	2	-0.4
C[C@H]1COc2cc(Br)ccc2S(=O)(=O)N1Cc1cn(Cc2ccc(F)cc2)nn1	·	0	-2	·	·	-4	-5	3	0	0.6
FC(F)(F)c1cccc(-c2nnc3ccc(C(F)(F)F)cn23)c1	-0.4	-15	9	-8	-12	2	8	-3	-3	-0.1
COc1ccc(C)cc1S(=O)(=O)N(CC(=O)NCc1ccco1)c1ccc(C)cc1	-0.1	-6	1	6	5	-8	-7	-5	-1	0.1
Cc1ccc(/C=N/n2c(COc3ccccc3)n[nH]c2=S)o1	1.9	15	0	-5	-2	20*	-2	6	4	-0.7
COC(=O)Cc1csc(Nc2c(C)n(C)n(-c3ccccc3)c2=O)n1	0.7	6	4	-3	9	-2	0	4	-8	-0.6
COC(=O)c1c(NC(=O)c2ccc(C(=O)c3ccccc3)cc2)sc2c1CC(C)(C)NC2(C)C	1.0	-12	-3	17	2	-3	0	7	-6	-1.1
O=C(O)CC1C(=O)NCCN1C/C=C/c1ccccc1 (stereo not drawn)	-1.4	-22	10	-8	11	8	14	3	7	-0.8
COC(=O)CC1c2ccccc2S(=O)(=O)N1Cc1ccccc1 (stereo not drawn)	1.7	-7	-5	3	-1	6	-1	-1	0	-0.6
